# RGS4 block: human RGS4 inhibition; AID 463165; B-score at 10 µM; hit rate 0.45% among 310,000; HEK293 M3R/RGS4 inducible, Fluo-4 calcium flux; active compounds read high; triggered by carbachol at its EC20;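 active means B-score, a plate-corrected calcium signal, over three deviations above library mean, with baseline fluorescence within five deviations of library mean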;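 further: RGS4 expression induced by doxycycline in cells with stable M3 receptor; B-score is computed from the integrated fluorescence ratio over baseline after carbachol; higher B-score means a larger calcium signal and so more RGS4 inhibition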
# Target sequence (P49798 whole entry, looked up): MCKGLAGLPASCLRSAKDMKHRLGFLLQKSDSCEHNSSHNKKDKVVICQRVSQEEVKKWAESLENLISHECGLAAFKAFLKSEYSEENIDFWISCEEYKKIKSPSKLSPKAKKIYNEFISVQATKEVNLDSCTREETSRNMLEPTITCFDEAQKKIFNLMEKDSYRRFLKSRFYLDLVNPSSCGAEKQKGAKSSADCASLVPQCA
# HDAC3 inhib: inhibitors of human histone deacetylase 3; recombinant HDAC3, fluorogenic peptide/trypsin coupled, fluorescence; hit rate 0.15% among 320,000; O15379; inhibition, % at 8.3 µM; in the data active means inhibition above about 26%, passing the limit was not always enough; inconclusive means no clear call, values can overlap the other calls
# KCNQ1 block: blocks the human KCNQ1 potassium channel; B-score at 10 µM; CHO-K1 KCNQ1, FluxOR thallium flux fluorescence; active compounds read high; hit rate 1.3% among 310,000; AID 2642; P51787;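 active means compounds whose thallium flux B-score, printed positive for inhibition, exceeds three library SD while starting fluorescence stays within three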;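 further: channel opened by potassium depolarization with thallium stimulus after 20 min compound exposure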
# ANO1 activ: activators or potentiators of mouse TMEM16A chloride channel | Q8BHY3 | HEK293 TMEM16A/YFP-H148Q/I152L, iodide quench fluorescence; active compounds read low | B-score at 10 µM | hit rate 0.3% among 340,000 | AID 623877;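 active means fluorescence-ratio B-score plate-corrected deviation score at least 3 library SD below zero, with starting fluorescence score within 5 deviations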;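 further: channel opened by trigger with iodide after compound preincubation; score built on the fluorescence ratio of max minus min over baseline; more negative score means more quench and so TMEM16A activation or potentiation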
# KCNK9 inh: human KCNK9 channel inhibition | Q9NPC2 | B-score at 10 µM | HEK293 KCNK9, FluxOR thallium flux fluorescence; active compounds read low | hit rate 1.2% among 310,000;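 active means ratio B-score over 3 SD below the library mean, with starting fluorescence within 5 SD of its mean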;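 further: negative B-score means less thallium flux so channel inhibition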
# Target sequence (Q9NPC2 whole entry, looked up): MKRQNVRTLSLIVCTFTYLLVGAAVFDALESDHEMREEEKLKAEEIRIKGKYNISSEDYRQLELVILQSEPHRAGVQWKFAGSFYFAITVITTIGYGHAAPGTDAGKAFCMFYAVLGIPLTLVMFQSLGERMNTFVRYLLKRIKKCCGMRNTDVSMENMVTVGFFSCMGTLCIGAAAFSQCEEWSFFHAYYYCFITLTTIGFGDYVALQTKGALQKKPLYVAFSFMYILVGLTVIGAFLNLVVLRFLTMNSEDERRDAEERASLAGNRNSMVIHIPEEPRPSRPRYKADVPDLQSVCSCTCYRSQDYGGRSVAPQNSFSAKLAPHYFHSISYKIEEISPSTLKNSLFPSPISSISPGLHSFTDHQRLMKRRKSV
# KCNQ1 act: human KCNQ1 channel potentiation or activation. P51787. CHO-K1 KCNQ1, thallium flux FluxOR fluorescence; active compounds read high. B-score at 10 µM. hit rate 0.35% among 310,000;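 active means fluorescence ratio B-score, a plate-corrected score, at least three library SD, with initial intensity B-score within 5 SD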
#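 Assay system: CHO-K1 cells stably expressing KCNQ1. Medium: assay buffer for compound exposure, DMSO matched across wells. Timing: 37 °C overnight plating, 90-min dark dye load, 20-min compound pretreatment. Signal: kinetic FluxOR fluorescence, 10 s baseline plus 110 s post-stimulus.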
# ANO1 block: inhibitors of mouse TMEM16A calcium-activated chloride channel; Q8BHY3; HEK293 TMEM16A/YFP iodide influx fluorescence, ionomycin; normalized B-score (activity score, 25-100; higher = stronger inhibition) at 10 µM; hit rate 1.2% among 310,000; AID 588511;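 active means ratio plate-corrected score three or more library SD toward inhibition, starting fluorescence score within five deviations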;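 further: score derived from kinetic fluorescence span divided by baseline fluorescence per well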
# SKKanGAS inh: blocks kanamycin growth of S. pyogenes SKKanGAS strain; BacTiter-Glo, 6 h; hit rate 1.3% among 300,000; inhibition, % at 7.5 µM;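 active means mean replicate score, as percent of positive control median, at least 50; inconclusive means mean below 50 but one replicate at or above 50; inactive means mean and every replicate below 50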;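 further: strain carries kanamycin resistance gene driven by streptokinase promoter and grows in 40 µg/ml kanamycin; loss of luminescence reflects streptokinase promoter inhibition or plain growth inhibition; 0% = median of DMSO wells and 100% = positive control at its reference dose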
# KCNK3 block: human KCNK3 channel inhibition, primary screen | O14649 | CHO-KCNK3 thallium flux, FluxOR fluorescence; active compounds read low | B-score at 10 µM | hit rate 0.84% among 340,000 | AID 602410;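 active means B-score under library mean minus 4 SD, starting fluorescence ratio at most library mean plus 5 SD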;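 further: more negative B-score means stronger inhibition of thallium flux through KCNK3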
# Target sequence (O14649 whole entry, looked up): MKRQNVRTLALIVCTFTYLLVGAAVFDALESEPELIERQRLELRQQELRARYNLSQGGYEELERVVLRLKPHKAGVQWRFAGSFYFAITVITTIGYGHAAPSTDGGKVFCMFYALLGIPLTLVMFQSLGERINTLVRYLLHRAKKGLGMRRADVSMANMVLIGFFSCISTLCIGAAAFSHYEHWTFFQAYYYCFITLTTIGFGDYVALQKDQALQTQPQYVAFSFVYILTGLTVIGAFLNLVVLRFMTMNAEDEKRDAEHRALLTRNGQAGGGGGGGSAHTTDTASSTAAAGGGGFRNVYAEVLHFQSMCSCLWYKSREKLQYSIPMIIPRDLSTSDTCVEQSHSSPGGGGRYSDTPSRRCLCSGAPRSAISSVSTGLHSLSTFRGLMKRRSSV
# hERG rescue: compounds protecting human hERG from proarrhythmic drug block | CHO-hERG, FluxOR thallium flux, dofetilide IC70 present | activation (rescue from dofetilide block), less the hit threshold, % at 10 µM | hit rate 0.51% among 310,000;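 active means activation above the mean of controls blocked by dofetilide plus 5 SD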;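 further: thallium influx through hERG after potassium depolarization seen as dye fluorescence rise; in these data hits start at about 4.7%; inactives centre near -7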
# RGS4 act: potentiators or activators of RGS4. HEK293 M3R/inducible RGS4, carbachol calcium flux Fluo4; active compounds read low. B-score at 10 µM. hit rate 0.92% among 310,000. AID 463111;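 active means B-score of the integrated calcium signal more than 4 SD below the library mean, with starting fluorescence not abnormally high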;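 further: negative B-score means reduced calcium response which marks RGS4 activation or potentiation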
#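 Reagent: ECmax carbachol challenge; Test system: M3R-expressing HEK293 line, RGS4 induced by doxycycline; Schedule: overnight RGS4 induction, 30 min dye load 37 °C, 20 min compound RT; Detection: calcium dye Fluo4 fluorescence; Read-out: Agonist-evoked peak-minus-minimum fluorescence over baseline, integrated ratio, B score.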
# An asterisk follows results filed as active; i = inactive; ? = inconclusive; / = not tested or not shown. Random draw from the library, and some 6.3% of all compounds hit somewhere here.
SMILES,RGS4 block,HDAC3 inhib,KCNQ1 block,ANO1 activ,KCNK9 inh,KCNQ1 act,ANO1 block,SKKanGAS inh,KCNK3 block,hERG rescue,RGS4 act
O=C(NCC(=O)N1CCN(c2ccccc2O)CC1)C1CCCCC1,i,-8,i,i,i,i,i,-2,i,-5,i
Cc1ccc(C2C(C#N)=C(N)Oc3c2oc(CO)cc3=O)o1 (configuration not stated),i,-4,i,i,i,i,i,-1,i,-5,i
C=CCn1c(N)c(S(=O)(=O)c2cccs2)c2nc3ccccc3nc21,i,-87,i,i,i,i,i,-9,i,-10,i
CCc1noc2c1/C(=N\O)CC(c1ccccc1)C2 (configuration not stated),i,-9,i,i,i,i,i,-1,i,-5,i
COc1ccc(C=NC(CO)C(O)c2ccc([N+](=O)[O-])cc2)cc1 (configuration not stated),i,0,i,i,i,i,i,0,i,-9,i
Cc1ccc(S(=O)(=O)N2CCOCC2)cc1NC(=O)CNCC1CCCCC1,i,2,i,i,i,i,i,2,i,-8,i
O=C(c1ccc(Cl)c([N+](=O)[O-])c1)N(Cc1ccccc1)C1CCS(=O)(=O)C1 (configuration not stated),i,-9,i,i,i,i,i,4,i,-8,i
c1ccc(CSCc2nc3ccccc3[nH]2)cc1,i,-8,i,i,i,i,i,-1,i,-4,i
COc1ccccc1CN1CC(C(=O)N(CCO)Cc2cccs2)CCC1=O (configuration not stated),i,-13,i,i,i,i,i,-1,i,-11,i
NC(=O)C(=O)NN=C1C2CC3CC(C2)CC1C3,i,1,i,i,i,i,i,0,i,-5,i
COc1cccc(-n2nnnc2SCC(=O)NCCc2ccccc2)c1,i,5,i,i,i,i,i,-2,i,-17,i
O=C(CCCc1ccccc1)Nc1cccnc1Cl,i,-12,i,i,i,i,i,2,i,-6,i
CCc1c(C#N)c(SCCC(=O)Nc2cccc(OC)c2)nc2c1C(=O)CC(C)(C)C2,i,0,7*,i,i,i,i,16,i,-17,i
CCN1C(=O)CC(N2CCN(C(c3ccccc3)c3ccccc3)CC2)C1=O (configuration not stated),i,0,i,i,i,i,i,-2,i,-2,i
COc1ccc(OC)c(C(c2nnnn2C2CCCC2)N2CCN(c3ccccc3)CC2)c1 (configuration not stated),i,2,i,i,-8.6*,i,i,/,i,-8,i
CC1CCCCC1NC(=O)CCNS(=O)(=O)c1ccc(Cl)cc1 (configuration not stated),i,?,i,i,i,i,i,1,i,-6,i
O=C(Cc1cccs1)N1CCCC(c2nc3c(nnn3Cc3ccc(F)cc3)c(=O)[nH]2)C1 (configuration not stated),i,-3,i,i,i,i,i,0,i,-9,i
Cc1cccc(-n2ncc3c(N4CCc5ccccc54)ncnc32)c1,i,2,i,/,i,i,i,-10,/,-7,i
COc1cc(C2c3[nH]c4ccccc4c3C[C@H]3C(=O)N(CCO)CC(=O)N23)cc(OC)c1OC (some centres not stated),i,-4,i,i,i,i,i,-4,i,-5,i
CCOC(=O)c1c(NC(=O)CSc2ncnc3ccccc23)sc(C)c1C,i,-2,i,i,i,i,i,5,i,-5,i
O=C(O)CCC(=O)N1CCN(c2cccc(Cl)c2)CC1,i,3,i,i,i,i,i,11,i,-10,i
COCc1ccc([C@@H]2C[C@H]3CN(Cc4ccccc4C)C(=O)[C@]34CCCN24)o1,i,-4,i,i,i,i,i,4,i,-7,i
Cc1cc(-c2c(C(=O)N3CCOCC3)c(C)nn2-c2ccccc2)no1,i,3,i,i,i,i,i,3,i,-6,i
CCCS(=O)(=O)c1c(S(=O)(=O)CCC)c2cnccn2c1C(=O)c1ccc(CC)cc1,i,11,i,i,i,i,i,-16,i,-11,i
c1ccc2c(-c3nc(-c4ccncc4)no3)cccc2c1,i,1,i,i,i,i,i,-22,i,-3,i
Cc1ccc(S(=O)(=O)N(C)c2ccc(C)c([N+](=O)[O-])c2)cc1,i,5,i,i,i,i,i,-8,i,-13,i
CC1CCN(C(=O)Cn2c(SCC(=O)Nc3nccs3)nc3ccccc32)CC1,i,0,i,i,i,i,i,-1,i,-4,i
CCN(CC)CCN(C(=O)c1ccc2c(c1)CCCC2)c1nc2ccc(OC)cc2s1,i,/,12*,i,i,i,i,-1,i,-29,i
CC(/C=N/NC(=O)CSc1nc(C)cc(C)n1)=C\c1ccccc1,i,6,i,i,i,i,i,-1,i,-5,i
CC(=O)N=c1sccn1CC(O)c1ccccc1 (configuration not stated),i,/,i,i,i,i,i,3,i,-4,i
COC(=O)c1cnc(N2CCOCC2)nc1C(F)(F)F,i,4,i,i,i,i,i,17,i,-6,i
COc1ccc(CN(C(=O)CCC(=O)Nc2cc(C)on2)C(C(=O)NC(C)(C)C)c2cccc(OC)c2OC)cc1 (configuration not stated),i,-7,i,i,i,i,i,-3,i,-8,i
O=C(Nc1ccc(N2CCOCC2)cc1)c1cnsn1,i,/,i,i,i,i,/,1,i,-6,i
CC(=O)c1ccc(OCC(O)CN2CCN(c3ccccn3)CC2)cc1 (configuration not stated),i,5,i,/,i,i,i,-5,/,-4,i
O=C1Cc2ccccc2Sc2c(OCCN3CCCCC3)cccc21,i,-2,i,i,i,i,i,-8,i,-17,i
CC(C)C[C@H](NC(=O)c1nc[nH]c1C(=O)N[C@@H](CC(C)C)C(=O)OC(C)(C)C)C(=O)OC(C)(C)C,i,1,i,i,i,i,i,87*,i,-1,i
O=c1ccc2cc(S(=O)(=O)Nc3ccc(F)cc3)ccc2o1,i,9,i,i,i,i,i,6,i,-6,i
COc1ccc(NC(=O)CSc2nnc(CNC(=O)COc3ccc(Cl)cc3)o2)c(OC)c1,i,3,i,i,i,i,i,16,i,-8,i
Cc1cc(C)c(C)c(S(=O)(=O)NCC(=O)NCc2ccco2)c1C,i,-9,i,i,i,i,i,-2,i,-11,i
NS(=O)(=O)c1ccc(CCNC(=O)CSc2nc3ccsc3c(=O)n2CCCCCC(=O)O)cc1,i,-9,i,i,i,i,i,11,i,-7,i

# Among those listed so far, these have a COOH group.
SMILES,RGS4 block,HDAC3 inhib,KCNQ1 block,ANO1 activ,KCNK9 inh,KCNQ1 act,ANO1 block,SKKanGAS inh,KCNK3 block,hERG rescue,RGS4 act
O=C(O)CCC(=O)N1CCN(c2cccc(Cl)c2)CC1,i,3,i,i,i,i,i,11,i,-10,i
NS(=O)(=O)c1ccc(CCNC(=O)CSc2nc3ccsc3c(=O)n2CCCCCC(=O)O)cc1,i,-9,i,i,i,i,i,11,i,-7,i

# Following part.
SMILES,RGS4 block,HDAC3 inhib,KCNQ1 block,ANO1 activ,KCNK9 inh,KCNQ1 act,ANO1 block,SKKanGAS inh,KCNK3 block,hERG rescue,RGS4 act
O=C(NCC1CCCN(C(=O)c2cscn2)C1)c1ccc(-c2ccccc2)cc1 (configuration not stated),i,5,i,i,i,i,i,-12,i,-8,i
CCN(CC)C(=O)c1c([N+](=O)[O-])c(C(C)(C)C)nn1C,i,2,i,i,i,i,i,0,i,-6,i
COCCNC(=S)N/N=C/c1ccc(OCc2ccc(C(=O)OC)cc2)cc1,i,-5,i,i,i,i,i,-6,i,-6,i
COc1cc(OC)cc(C(=O)NNC(=O)c2ccccn2)c1,i,-4,i,i,i,i,i,5,i,-3,i
COc1ccc(-c2cc3c(=O)n(CC(=O)NCc4ccccc4F)ncn3n2)cc1,i,-4,i,i,i,i,i,3,i,-7,i
CCOc1ccccc1NC(=O)Nc1ccon1,i,-3,i,i,i,i,i,-5,i,-10,i
CCCCOC(=O)Cn1c(=O)c2c(nc(Br)n2Cc2ccccc2)n(C)c1=O,i,/,i,i,i,i,i,4,i,-20,i
COC(=O)c1ccc(CSc2nc3ccccc3c(=O)n2-c2cccc(OC)c2)o1,i,11,i,i,i,i,i,8,i,-10,i
CC1CSc2n(-c3cccc(C(F)(F)F)c3)cc(-c3ccccc3)[n+]21 (configuration not stated),i,0,i,i,i,i,i,-2,i,-14,i
Cc1nnsc1C(=O)NNc1ccc(Cl)cc1,i,2,i,i,i,i,i,0,i,-3,i
N#CC1=C(N)Oc2c(sc3ccccc23)C1c1ccco1 (configuration not stated),i,0,i,i,i,i,i,7,i,-17,i
CC(C(=O)O)n1c2ccccc2c2cn[nH]c(=O)c21 (configuration not stated),i,6,i,i,i,i,i,-3,i,-9,i
Cc1nc(N)sc1-c1csc(NCc2ccccc2)n1,i,10,i,i,i,i,i,3,i,-5,i
CC(C)C(NS(=O)(=O)/C=C/c1ccccc1)C(=O)NCc1ccc(F)cc1 (configuration not stated),i,-6,i,i,i,i,i,1,i,-1,i
CCC(=O)Nc1ccc(N/C(N)=N/c2nc(C)cc(C)n2)cc1,i,-6,i,i,i,i,i,-3,i,-7,i
Cc1ccc(-c2ccc(=O)n(CC(=O)N3CCN(c4cc(Cl)ccc4C)CC3)n2)cc1,i,0,i,i,i,i,i,25,i,-16,i
Cc1ccc2[nH]c(=O)c(CN(Cc3cccnc3)Cc3nnnn3CCN3CCOCC3)cc2c1,i,-7,i,/,i,i,i,4,i,-4,i
COc1ccccc1N1Cc2ccccc2C1,i,-1,i,i,i,i,i,6,i,-11,i
Cc1ccc(CSc2[nH]c(=O)ncc2C)cc1,i,10,i,i,i,i,i,-5,i,-7,i
CCNC(=O)NC(=O)C(C)OC(=O)C1CCN(S(=O)(=O)c2ccc(C)c(C)c2)CC1 (configuration not stated),i,-3,i,i,i,i,i,-4,i,-12,i
COc1ccc(C(=O)Nc2ccccc2-c2nnn(CC(=O)NCc3ccco3)n2)cc1,i,2,i,i,i,i,i,5,i,-10,i
O=C1C(c2ccccc2)C(c2ccccc2)NC(c2ccccc2)C1c1ccccc1 (configuration not stated),i,-11,i,i,i,i,i,6,i,1,i
CC(=O)Nc1cc(C(=O)N2CCc3ccccc3C2)ccc1Sc1ccc(C)cc1,i,6,i,i,i,i,i,9,i,-10,i
CCOC(=O)C/C(C)=N/NC(=O)CN(c1ccc(Br)cc1)S(=O)(=O)c1ccccc1,i,-10,i,i,i,i,i,8,i,-10,i
COc1ccc(-c2ccc(SCC(=O)NCc3ccco3)nn2)cc1OC,i,6,i,i,i,i,i,0,i,-13,i

# Screening data (PubChem)
